Screens from PubChem BioAssay.
FBW7 activator = activators of human E3 ligase FBW7. AlphaScreen FBW7–phospho-cyclin E peptide binding, activator screen. 650,000 compounds, 0.13% hits. normalized activity (activation), % at 26.1 µM. Q969H0; in the data active means normalized activity above about 1.9%;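 further: purified mutant Fbw7 with reduced substrate affinity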
Target sequence (Q969H0 whole entry, looked up): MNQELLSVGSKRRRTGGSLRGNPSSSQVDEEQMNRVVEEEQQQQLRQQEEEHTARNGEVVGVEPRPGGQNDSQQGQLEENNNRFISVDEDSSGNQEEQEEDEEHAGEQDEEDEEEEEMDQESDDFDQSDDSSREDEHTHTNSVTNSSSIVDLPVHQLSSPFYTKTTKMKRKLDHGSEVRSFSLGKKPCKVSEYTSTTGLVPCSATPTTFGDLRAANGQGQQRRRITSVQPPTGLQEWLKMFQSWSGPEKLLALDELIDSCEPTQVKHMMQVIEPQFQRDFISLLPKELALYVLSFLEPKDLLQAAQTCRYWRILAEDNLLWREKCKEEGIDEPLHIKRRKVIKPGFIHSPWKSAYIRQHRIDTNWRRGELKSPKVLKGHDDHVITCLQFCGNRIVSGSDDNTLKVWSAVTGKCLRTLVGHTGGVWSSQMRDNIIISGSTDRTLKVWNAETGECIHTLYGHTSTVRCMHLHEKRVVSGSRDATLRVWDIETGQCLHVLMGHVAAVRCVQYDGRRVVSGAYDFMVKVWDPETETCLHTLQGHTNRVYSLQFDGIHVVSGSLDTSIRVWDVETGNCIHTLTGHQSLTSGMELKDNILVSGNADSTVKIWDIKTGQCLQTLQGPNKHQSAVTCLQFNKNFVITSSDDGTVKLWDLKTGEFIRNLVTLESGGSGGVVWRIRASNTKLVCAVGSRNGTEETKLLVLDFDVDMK
TEAD-YAP inh = TEAD-YAP interaction inhibition; HEK-TIYL cells, TEAD-Gal4/YAP UAS-luciferase luminescence; inhibition, % at 9.12 µM; 640,000 compounds, 1.4% hits; in the data active means inhibition above about 32%;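 further: 0% = median of test compound wells and 100% = reference inhibitor wells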
GPR151 activ = human GPR151 activation | activation, % at 11.2 µM | Q8TDV0 | 650,000 compounds, 1% hits | PathHunter beta-arrestin GPR151 cells, luminescence | AID 1508602; in the data active means activation above about 4.9%;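 further: 0% = median of compound wells and 100% = cells with positive control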
MITF inh = blocks human microphthalmia-associated transcription factor; inhibition, % at 2.6 µM; AlphaScreen MITF homodimerization, bead proximity signal; 650,000 compounds, 0.91% hits; O75030; in the data active means inhibition above about 50%;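 further: 0% = vehicle wells with protein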
Numbers without * were called inactive; & = joins results of further samples. The order is random; 3.4% or so of the library scored in one or more.

SMILES	FBW7 activator	TEAD-YAP inh	GPR151 activ	MITF inh
CC(=NC(C)(C)C)C1=C(O)CC(C)(C)CC1=O	0.5	-4	2.2	7
Cc1ccc(-n2c(SCC3OCCO3)nc3c(sc(=S)n3-c3ccc(C)c(C)c3)c2=O)cc1	0.1	-4	0.4	-14
O=C1c2ccccc2S(=O)(=O)NN1CC(=O)N1CCc2ccccc21	0.0	-33	-0.5	0
CCOC(=O)/C(C#N)=C(/C=C/c1ccc(C(=O)O)cc1)c1ccccc1	-0.1	1	-1.9	11
CCc1nnc(NC(=O)c2cccc(S(=O)(=O)N3CCCC3)c2)s1	0.0	5	1.0	2
O=C(NN1C(=O)C2C3C=CC(C3)C2C1=O)c1ccc(Cl)c(Cl)c1 (stereo not given)	0.0	-5	0.7	-6
OCCOc1ccc(CN2CCN(CC3CCCCC3)C(CCO)C2)cc1 (stereo not given)	-0.1	2	-0.3	-11
CCOC(=O)c1ccc2nc(NC(=O)c3ccc(Cl)cc3)sc2c1	0.1	-2	0.6	9
COC(=O)c1ccccc1NC(=O)CCc1c(C)nc2c(-c3ccccc3)c(C)nn2c1C	0.0	13	1.2	8
O=C(CSc1nc2c(c(=O)n1-c1ccc(Br)cc1)SCC2)N1CCN(c2ccccc2)CC1	0.0	-7	1.9	-6
COc1cc(NC(=O)CCN2C(=O)c3cccc([N+](=O)[O-])c3C2=O)c(OC)cc1Cl	-0.1	-4	-0.6	-9
O=C(COc1ccc(Cl)cc1Br)NCc1ccncc1	-0.2	4	-0.4	-6
COc1ccccc1-n1c(CNC(=O)c2ccco2)nnc1SCC(=O)Nc1cc(C(F)(F)F)ccc1Cl	-0.1	2	0.6	-5
O=c1oc2cc(OCc3ccc(F)cc3)ccc2c2c1CCC2	0.0	-13	0.3	-1
O=C(C1CC(Cc2ccc3c(c2)OCO3)=NO1)N1CCc2ccccc2C1 (stereo not given)	0.1	3	0.9	-4
O=C(Nc1ccc(S(=O)(=O)Nc2cccc([N+](=O)[O-])c2)cc1)c1ccccc1Cl	-0.1	1	2.6	0
COc1ccc(C2C(C(=O)Nc3ccc(F)cc3Cl)c3ccccc3C(=O)N2c2ccc(OC)cc2)cc1 (stereo not given)	1.8	3	0.2	25
CCCC(=O)Oc1ccc2c(c1)c(C(=O)OCC)c(C)n2-c1ccccc1	0.6	-13	0.0	7
C=CCn1c(O)c(C(C#N)=C2N=c3ccccc3=N2)c2ccccc21	-0.1	-4	-0.3	0
COc1ccc(-c2nc3cc(NC(=O)c4ccc(C)cc4)ccc3o2)cc1Cl	0.0	1	-1.1	18
O=C(CNC(=O)Cc1ccccc1)NCC(=O)OCc1cccc(C(=O)c2ccccc2)c1	0.1	2	-0.3	10
Cc1cnc(C)c(N2CCC(C(=O)O)CC2)n1	1.4	1	0.7	11
O=C(Nc1cccc([N+](=O)[O-])c1)c1ccccc1I	0.0	-29	-0.6	-12
O=C(Nc1ccc2oc(-c3ccncc3)nc2c1)c1ccc(N2CCCCC2)c([N+](=O)[O-])c1	-0.2	6	0.4	-5
O=C(Nc1c[nH]c(=O)[nH]c1=O)C(c1ccccc1)c1ccccc1	0.1	10	-1.6	0
COc1ccc(C(=O)COC(=O)c2cccc(S(=O)(=O)N(C)C(C)C)c2)cc1	0.0	1	-2.5	4
O=C(CN(Cc1ccc(Cl)cc1)S(=O)(=O)c1ccccc1)NC1CC1	0.0	-1	0.3	7
COc1ccc(N(CC(=O)Nc2ccccc2C(F)(F)F)S(C)(=O)=O)cc1	-0.1	-3	-0.2	2
O=C(NCCc1nnc2n1CCN(Cc1c(F)cccc1F)CC2)c1cccnc1	0.1	-4	-1.2	-3
CC(=O)N1CCN(c2cc(N3CCOCC3)c(F)cc2[N+](=O)[O-])CC1	0.0	12	0.8	-2
CS(=O)(=O)N(CC(=O)N1CCN(c2ccccc2F)CC1)c1ccc2c(c1)OCO2	0.0	-7	0.7	-6
CCCC1CCC(c2ccc(-c3nc(-c4ccc(C)cc4)no3)cc2)CC1 (stereo not given)	0.0	2	-2.5	13
Cc1cccc2cc(C#N)c(NCCNC(=O)c3ccccc3)nc12	0.0	1	-0.8	-3
Cc1nc2c(C)cccn2c1C(=O)NC(C)C	0.3	2	0.0	14
COc1ccc(C2CC(=O)C3=C(C2)NC(C)=C(C(=O)OC2CCCC2)C3c2ccc(OC)c(OC)c2)cc1OC (stereo not given)	-0.1	0	0.0	-2
O=C(CCCCCn1c(=S)[nH]c2cc3c(cc2c1=O)OCO3)NC1CCN(Cc2ccccc2)CC1	-0.1	11	-0.1	5
COc1ccc(C(=O)N/C(=C/c2ccc(C)o2)C(=O)N2CC3CC(C2)c2cccc(=O)n2C3)cc1[N+](=O)[O-] (stereo not given)	0.0	-5	2.0	7
Cc1ccc(OC(=O)COc2ccccc2)c(-n2nc3ccccc3n2)c1	0.0	-43	-4.3	5
CC(C)NC(=O)C(C)N1C(=O)c2cccc3cccc1c23 (stereo not given)	-0.1	7	-0.7	-1
CCOCCCNC(=O)CCCn1nc(C)n2ccnc2c1=O	-0.1	3	0.0	3

Among those listed so far, 7 contain fluorine:
SMILES	FBW7 activator	TEAD-YAP inh	GPR151 activ	MITF inh
COc1ccccc1-n1c(CNC(=O)c2ccco2)nnc1SCC(=O)Nc1cc(C(F)(F)F)ccc1Cl	-0.1	2	0.6	-5
O=c1oc2cc(OCc3ccc(F)cc3)ccc2c2c1CCC2	0.0	-13	0.3	-1
COc1ccc(C2C(C(=O)Nc3ccc(F)cc3Cl)c3ccccc3C(=O)N2c2ccc(OC)cc2)cc1 (stereo not given)	1.8	3	0.2	25
COc1ccc(N(CC(=O)Nc2ccccc2C(F)(F)F)S(C)(=O)=O)cc1	-0.1	-3	-0.2	2
O=C(NCCc1nnc2n1CCN(Cc1c(F)cccc1F)CC2)c1cccnc1	0.1	-4	-1.2	-3
CC(=O)N1CCN(c2cc(N3CCOCC3)c(F)cc2[N+](=O)[O-])CC1	0.0	12	0.8	-2
CS(=O)(=O)N(CC(=O)N1CCN(c2ccccc2F)CC1)c1ccc2c(c1)OCO2	0.0	-7	0.7	-6

Entries of single compounds as entered above.
O=C(Nc1cccc([N+](=O)[O-])c1)c1ccccc1I across the screens: FBW7 activator: 0.0; TEAD-YAP inh: -29; GPR151 activ: -0.6; MITF inh: -12
O=C(CCCCCn1c(=S)[nH]c2cc3c(cc2c1=O)OCO3)NC1CCN(Cc2ccccc2)CC1 across the screens: FBW7 activator: -0.1; TEAD-YAP inh: 11; GPR151 activ: -0.1; MITF inh: 5
O=C(Nc1c[nH]c(=O)[nH]c1=O)C(c1ccccc1)c1ccccc1 across the screens: FBW7 activator: 0.1; TEAD-YAP inh: 10; GPR151 activ: -1.6; MITF inh: 0

Next entries follow.
SMILES	FBW7 activator	TEAD-YAP inh	GPR151 activ	MITF inh
CCC(C(=O)OC)n1cnc2c(cnn2-c2ccc(Cl)cc2)c1=O (stereo not given)	-0.3	-3	0.6	9
COC(=O)c1cccc([N+](=O)[O-])c1C(=O)OCC(=O)c1ccc(Br)cc1	-0.3	1	1.7	-1
O=C(N[C@H]1C[C@H]2C(=O)N3CCC[C@@H]3C(=O)N2C1)c1ccc(C(F)(F)F)cc1	-0.1	-6	-1.0	-15
O=C1OC(c2ccccc2)=N/C1=C/c1cccs1	0.1	11	-0.3	9
CCCSCCCNC(=O)C(C)n1nc(C)c2sc3ccccc3c2c1=O (stereo not given)	-0.3	-12	1.5	-9
O=[N+]([O-])c1cccc(Nc2ncnc3ccccc23)c1	0.3	5	-2.2	10
O=C(O)C1CCCCN1Cc1ccco1 (stereo not given)	-0.1	-4	-0.1	1
c1ccc(Nc2nc(Nc3nccc4ccccc34)nc3c2ncn3-c2ccsc2)cc1	-0.1	-10	-0.8	3
O=C(Nc1nncs1)c1cc(Cl)ccc1Cl	0.2	-1	2.4	11
COc1ccc(-c2ccc(Nc3c(F)cccc3F)nc2)cn1	-0.2	-43	1.9	3
O=C(CCc1n[nH]c(=O)[nH]c1=O)N/N=C/CCc1ccccc1	-0.1	0	-1.0	0
COc1cccc(C(=O)/C=C\Nc2ccc(Cl)cn2)c1	0.2	-6	-4.9	15
Nc1c(C(=O)NCc2ccccc2Cl)nnn1Cc1cccc(C(F)(F)F)c1	-0.2	-10	1.3	-4
COc1ccc(Cl)cc1S(=O)(=O)N1CCN(C(=O)c2cccc(F)c2)CC1	0.0	-1	-1.0	-1
Cc1cccc(Cc2nnc(CCC(=O)NCCCc3cccnc3)o2)c1	-0.1	-20	3.3	0
OCCC1CN(Cc2cccnc2)CCN1Cc1ccccc1 (stereo not given)	0.0	3	-0.8	9
CCN1C(=O)C(CC(=O)Nc2ccc(F)cc2)N(Cc2ccco2)C1=S (stereo not given)	-0.4&-0.2	-4&3	0.2&0.2	3&7
O=C(N[C@H]1C[C@H]2C(=O)N[C@@H](Cc3ccccc3)C(=O)N2C1)c1ccc(Cl)cc1	-0.1	0	-1.8	-11
N#Cc1c(Cl)nsc1NCCN1CCOCC1	0.0	0	0.3	4
Clc1ccc(-c2csc(Cc3csc(-c4ccccc4)n3)n2)cc1	0.5	-11	0.4	4
O=C1CN(S(=O)(=O)c2cccc(Cl)c2Cl)CCN1	0.0	-3	1.0	0
Cc1noc(C)c1COC(=O)CN(C)S(=O)(=O)c1ccc(Cl)cc1	0.0	-4	-0.2	-2
O=C(N/N=C/c1ccccc1O)c1c[nH]c2ccccc12	0.0	-15	-0.5	-13
COc1ccc2[nH]c3c(c2c1)CCOC31CCN(C(=O)NC(C)(C)C)CC1	-0.4	-11	0.4	-4
COc1cc(Nc2cc(N3CCC(N4CCOCC4)CC3)ncn2)cc(OC)c1OC	-0.1	-1	1.0	5
COc1ccc(S(=O)(=O)Nc2cc(S(=O)(=O)N3CCOCC3)ccc2OC)cc1	0.5	2	0.3	11
COc1cc(NC(=O)Nc2cccc(Cl)c2C)cc(OC)c1OC	0.2	12	-1.5	10
COc1cccc(C(=O)COC(=O)C(C)N2C(=O)c3ccccc3C2=O)c1 (stereo not given)	0.0	7	-2.0	-12
CCOC(=O)CN1C(=O)C(O)(CC(=O)c2ccc(OC)c(OC)c2)c2ccccc21 (stereo not given)	-0.1	7	-0.1	-3
O=C(NCc1ccccc1F)c1ccc2c(c1)OCO2	-0.1	-12	-0.5	1
CCOc1cc(C2CC(=O)NC3=C2C(=O)CC(c2cc(OC)ccc2OC)C3)ccc1O (stereo not given)	0.0	0	-0.2	12
CSc1ccc(S(=O)(=O)Nc2ccccc2C(=O)NCCc2ccccc2)cc1	1.2	-9	0.3	13
Cc1cc(C)cc(N2C(=O)CSC2=S)c1	0.8	2	-0.6	9
Cc1c(Nc2ncnc(N)c2[N+](=O)[O-])c(=O)n(-c2ccccc2)n1C	0.0	11	-0.7	-15
CCN(CC)S(=O)(=O)N1CCC(C(=O)N2CCCCCC2)CC1	0.4	12	-0.1	1
CCOc1ccc(N(C(C)C(=O)Nc2ccc(F)c(F)c2)S(C)(=O)=O)cc1 (stereo not given)	-0.1	3	-1.2	4
COc1ccccc1CNC(=O)c1cccc(NC(=O)C(C)C)c1	0.4	5	0.0	18
Nc1cccc2c1C(=O)N(C(=O)Cc1coc3ccc4ccccc4c13)C2=O	0.0	-10	0.5	6
CCCCOC(=O)c1ccc(NCN2C(=O)c3cccc([N+](=O)[O-])c3C2=O)cc1	0.0	-11	-1.0	9
CCN1C(=O)c2cccc3c(NC(=O)c4cc(OC)cc(OC)c4)ccc1c23	-0.1	-5	0.7	-5
CCOc1ccccc1NC(=O)CSc1nnc2cc(C)c3ccccc3n12	0.1	-9	0.8	6
COC(=O)[C@@H](NC(=O)Cn1nnnc1CN(C)C(C)C)c1ccccc1	0.0	13	-1.2	8
CCN(C(=O)c1c(-c2ccccc2)noc1C)C1CCCCC1	-0.2	8	0.4	-2
CCCC(=O)c1ccc2c(c1)OCCO2	0.2	5	-1.9	6
COc1ccc(NC(=O)CSc2nnc3c4cc(F)ccc4n(C)c3n2)cc1	0.0	-7	0.2	-19
CC(C)c1nc(SCC(=O)NC(=O)NC(C)(C)C)n[nH]1	0.1	5	1.2	5
O=C(Nc1nn[nH]n1)c1cc(-c2cccc(Br)c2)nc2ccccc12	-0.2	-2	0.3	4
CC(C)Cc1cc(C(=O)N2CCC(C3(CCc4ccccc4)NC(=O)NC3=O)CC2)no1 (stereo not given)	0.8	11	-0.5	21
COc1ccc(CC(N)c2nc3ccc(-c4ccncc4)cc3[nH]2)cc1OC (stereo not given)	-1.1	-6	0.8	12
CC(=O)Nc1ccc(N=Nc2c(C)[nH]n(-c3ccc([N+](=O)[O-])cc3)c2=O)cc1	0.7	3	-0.7	14
CSc1ccc(C(=O)N2CCC[C@@H]3CN(C(=O)CCc4ccccc4)CC[C@H]32)cc1	0.0	-8	0.0	-2
COCCn1c(=NC(=O)CCOc2ccccc2)sc2cc([N+](=O)[O-])ccc21	0.0	3	-1.2	-3
CCN(CC)c1ccc2cc(C(=O)NC(C)=O)c(=Nc3ccc(OC)cc3)oc2c1	-0.1	-4	1.1	3
O=C(OCCN(C1=NS(=O)(=O)c2ccccc21)c1ccc(Cl)cc1)c1cccs1	0.0	-4	1.1	-9
